MBD2 inh = inhibitors of MBD2 binding to methylated DNA, primary screen, biochemical, TR-FRET, DNA-binding domain, human; Methyl-CpG-binding domain protein 2 (Homo sapiens), Q9UBB5; MBD2 binding to methylated oligonucleotide; inhibition, % at 4.4 µM; 370,000 compounds, 0.31% hits; AID 686964, 2013; in the data active means inhibition above about 13%
rCAG RNA binder = binders of r(CAG) RNA repeats, primary screen, biochemical, fluorescence; r(CAG) RNA repeat, TO-PRO-1 dye displacement fluorescence; inhibition, % at 3 µM; 370,000 compounds, 1.3% hits; AID 651821, 2012;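 active means inhibition above the plate cutoff, the mean of all test compounds on that plate plus 3 SD, cut at about 35% in these data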;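 further: 0% = DMSO alone and 100% = 100 µM mitoxantrone as full dye displacement; higher means more dye released from RNA so lower well fluorescence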
GC-A act = GC-A stimulated cGMP production enhancers – HEK293 GC-A cells, cGMP TR-FRET, EC30 ANP, primary screen. Atrial natriuretic peptide receptor 1 (Homo sapiens), P16066. 0% at EC30 ANP, 100% saturating ANP. activation, % at 10 µM. 370,000 compounds, 0.14% hits. AID 1671463, 2021; in the data active means activation above about 40%
PRMT1 inh = PRMT1 methyltransferase inhibitors, primary screen, biochemical, fluorescence polarization; Protein arginine N-methyltransferase 1 (Homo sapiens), Q99873; recombinant PRMT1, activity-based probe fluorescence polarization; inhibition, % at 2.79 µM; 370,000 compounds, 1.3% hits; AID 652257, 2013;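 active means inhibition above about 21% made by adding two undisclosed values, limit read from the data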
TCR CD3 inh = inhibitors of human TCR-CD3 interaction, primary screen, biochemical, fluorescence, TAMRA-labeled TCR probe | AID 651800, 2012 | inhibition, % at 9.4 µM | T-cell receptor (TCR) | 360,000 compounds, 0.37% hits; in the data active means inhibition above about 19%;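 further: recombinant mutant TCR 2C K166C tagged with TAMRA read by polarization; 0% = receptor in buffer alone and 100% = receptor with positive control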
GC-B act = human GC-B receptor activators, primary screen, HEK293 GC-B cells, cGMP TR-FRET, EC30 CNP; 370,000 compounds, 0.11% hits; AID 1920062, 2024; activation, % at 10 µM; 0% at EC30 CNP, 100% saturating CNP; Atrial natriuretic peptide receptor 2 (Homo sapiens), P20594;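 active means activation at 10 µM reaching about 35% in either raw or pattern-adjusted values, limit read from the data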
UHRF1 binding = UHRF1 methylated DNA binding inhibitors, primary screen, counter-screen for MBD2 inhibitor project, biochemical, TR-FRET, human UHRF1, single concentration | UHRF1 binding to methylated oligo | inhibition, % at 4.4 µM | 370,000 compounds, 0.75% hits; in the data active means inhibition above about 21%;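 further: UHRF1 SRA domain binding a hemimethylated CpG hairpin DNA probe; 0% = median of test compound wells and 100% = reference inhibitor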
Target sequence (Q96T88 whole entry, looked up, the tested form may be a part): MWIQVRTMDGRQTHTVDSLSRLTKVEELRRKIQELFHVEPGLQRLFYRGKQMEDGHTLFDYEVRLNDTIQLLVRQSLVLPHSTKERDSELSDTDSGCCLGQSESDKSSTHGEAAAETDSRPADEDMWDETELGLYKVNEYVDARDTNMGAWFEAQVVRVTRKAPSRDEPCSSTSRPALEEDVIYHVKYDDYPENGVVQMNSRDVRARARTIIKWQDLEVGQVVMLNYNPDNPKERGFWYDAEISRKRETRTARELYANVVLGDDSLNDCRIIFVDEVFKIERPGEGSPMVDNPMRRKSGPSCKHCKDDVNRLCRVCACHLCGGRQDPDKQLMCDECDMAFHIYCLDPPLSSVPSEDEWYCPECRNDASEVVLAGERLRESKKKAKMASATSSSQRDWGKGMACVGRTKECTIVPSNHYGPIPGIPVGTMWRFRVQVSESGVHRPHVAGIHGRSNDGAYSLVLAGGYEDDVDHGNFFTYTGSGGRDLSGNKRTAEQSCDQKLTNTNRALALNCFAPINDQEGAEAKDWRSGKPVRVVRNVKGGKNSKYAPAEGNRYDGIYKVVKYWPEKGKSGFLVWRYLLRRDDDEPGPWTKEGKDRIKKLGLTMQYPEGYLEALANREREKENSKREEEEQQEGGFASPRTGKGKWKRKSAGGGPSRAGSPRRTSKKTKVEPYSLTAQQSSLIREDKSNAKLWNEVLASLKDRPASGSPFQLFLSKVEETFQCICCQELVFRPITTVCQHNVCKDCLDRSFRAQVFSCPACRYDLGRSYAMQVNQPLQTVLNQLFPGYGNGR
SIAE inh = human SIAE inhibitors, primary screen, biochemical, fluorescence polarization, FP-Rh probe, 1536-well HTS; Sialate O-acetylesterase (Homo sapiens), Q9HAT2; SIAE FP-Rh probe binding; inhibition, % at 9.66 µM; 370,000 compounds, 0.69% hits; AID 1053197, 2014;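 active means inhibition above a cutoff: mean of compounds within the control limits plus 3 SD of those, cut at about 17% in these data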;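 further: 0% = plate median of compound wells and 100% = probe without SIAE protein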
mABHD4 FP = ABHD4 inhibitors, primary screen, biochemical, fluorescence polarization, mouse | (Lyso)-N-acylphosphatidylethanolamine lipase (Mus musculus), Q8VD66 | inhibition, % at 8.92 µM | 370,000 compounds, 0.54% hits | purified mABHD4, FP-Rh probe fluorescence polarization;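 active means inhibition exceeding the mean over every tested compound plus 3 SD, cut at about 30% in these data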;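 further: 0% = plate median of compound wells and 100% = S159A mutant with DMSO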
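Assay system: mABHD4 protein; medium: HEPES pH 7.0, NaCl, Pluronic buffer; dosing: 8.92 µM, single dose; schedule: 45 min + 60 min at 25 °C; signal: FP readout, ex 525 nm / em 598 nm; read-out: normalized percent inhibition of probe labeling; repeats: single replicate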
HTRA1 inh = HTRA1 serine protease inhibitors, primary screen, biochemical, fluorescence polarization, HTS | Q92743 | recombinant HTRA1, FP-rhodamine activity-based probe | inhibition, % at 5.96 µM | 340,000 compounds, 0.5% hits | AID 504803, 2011; in the data active means inhibition above about 36%;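 further: 0% = enzyme with DMSO and 100% = wells lacking enzyme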
* hit, by the source's call; x = not tested or not shown.

SMILES	MBD2 inh	rCAG RNA binder	GC-A act	PRMT1 inh	TCR CD3 inh	GC-B act	UHRF1 binding	SIAE inh	mABHD4 FP	HTRA1 inh
CC(=O)c1ccc(N2CCN(C(=O)c3ccco3)C(C)C2)c(F)c1 (stereo not given)	-4	-5	3	-4	2	4	-3	3	7	-4
Fc1cccc(CN2CCN3CCCC3C2C2CCCCC2)c1 (stereo not given)	2	-9	-15	-2	2	-11	-2	4	14	7
Nc1ccn([C@@H]2O[C@H](CNC(=O)[C@@H](Cc3cn(COCc4ccccc4)cn3)NC=O)[C@@H](O)[C@H]2O)c(=O)n1	-3	2	-2	-2	-3	2	-2	-1	2	5
CCOCCc1nn2c(=O)cc(CSCC(=O)Nc3cc(C)cc(C)c3)nc2s1	-5	3	2	1	11	1	0	2	0	1
O=C(CCCCn1c(=O)[nH]c2ccccc2c1=O)NCCC1=CCCCC1	-7	-1	-2	-1	-2	-2	2	5	-6	6
CCOC(=O)c1ccc2c(c1)N(CC(=O)N1CCCC1)C(=O)C(C)(C)O2	0	-7	-1	-3	4	5	0	1	5	5
NC(=O)[C@@H]1CC2(CC(c3cccc(NC(=O)CC(c4ccccc4)c4ccccc4)c3)=NO2)CN1C(=O)[C@@H]1CCC(=O)N1 (stereo not given in full)	-1	13	5	0	-4	1	2	-5	-5	-8
Clc1ccc(-n2cccc2)cn1	-2	2	3	-4	7	3	1	-7	2	0
CCO[C@@H]1OC(C(N)=O)=C[C@H](c2coc3ccccc3c2=O)[C@H]1CCCO	1	-1	0	0	4	-3	4	-4	-2	1
CCCCn1c(N)c(N(CC(C)C)C(=O)c2cc(-c3ccco3)nc3ccccc23)c(=O)[nH]c1=O	1	13	-2	18	11	-5	3	5	10	16
CCOC(=O)CN(C(=O)COc1nc(-c2ccccc2)cc(C)c1C#N)c1ccccc1	-2	-5	-19	-4	6	-10	-1	1	8	-6
O=C(Nc1ccnn1C1CCN(C(=O)c2c(F)cccc2F)CC1)C1CC1	5	-2	-1	2	-7	4	3	-2	2	-1
COc1ccc(-n2ncc3c(=O)n(CC(=O)Nc4ccc(S(=O)(=O)N5CCOCC5)cc4)cnc32)cc1	2	11	-1	-2	-4	-6	-2	-6	-5	-12
NC(=O)Cn1cnc2c(nnn2-c2ccc(F)cc2)c1=O	7	-1	2	-3	1	10	12	6	3	3
C=CCn1c(SCC(=O)N2CCc3ccccc3C2)nc2sc(CC)cc2c1=O	-2	-1	0	1	4	1	0	-2	5	-13
COc1ccccc1-n1cnnc1SCC(=O)Nc1cc(C)on1	-3	-4	3	-5	9	-7	-2	9	2	-7
COCCNC(=O)Cn1nc(C)c2ccccc2c1=O	8	0	2	-3	-10	2	19	3	-3	8
COc1cc(OC)c2c(-c3ccccc3)cc(C3CCCCC3)nc2c1	-7	8	-4	-1	1	-2	-1	-5	1	-7
CC(=O)c1ccc(N2CCN(C(=O)/C=C/c3ccc(S(=O)(=O)N4CCOCC4)cc3)CC2)cc1	1	1	0	2	-12	-3	7	-9	-10	1
COc1ccc(NC(=O)Cn2nnc(-c3ccc(CN4CCOCC4)cc3)n2)c(OC)c1	-6	-1	-3	-2	2	-5	-3	-2	-2	-2
COC(=O)c1ccc2nc(C)cc(Nc3ccccc3C)c2c1	5	1	2	0	2	-9	1	0	-3	-1
CCN1CCN(c2ncnc3c2c(-c2ccccc2)cn3-c2ccc(F)cc2)CC1	3	-5	-21	-4	3	-15	7	-1	1	7
CC(C)=CCN1CCN(C/C(Cl)=C/c2ccccc2)CC1CCO (stereo not given)	2	-9	10	-3	11	3	2	1	-1	-2
N#C/C(=C\c1ccc(F)cc1)C(=O)Nc1ccccn1	0	-2	-4	-5	-5	-8	-3	10	-1	7
Cc1cc(=O)oc2ccc(OC(=O)c3cccc(S(=O)(=O)N4CCOCC4)c3)cc12	1	1	-2	1	2	3	-1	0	0	4
OCC12COC(c3ccccc3)N1C(c1ccccc1)OC2 (stereo not given)	-2	-3	-6	0	1	-5	-3	0	-11	0
Cc1ccc(CN2C(=O)/C(=C\c3ccc(C(=O)NCc4cccnc4)cc3)Oc3ccccc32)cc1	2	5	6	-1	1	2	1	-14	-8	x
Cc1ccccc1NC(=O)Nc1nc(C2CCC(=O)N2)cs1 (stereo not given)	1	3	2	2	-8	2	-3	7	1	x
O=C(CSc1ccccc1)Nc1cccc(NC(=O)c2ccco2)c1	6	-5	2	-1	-3	4	0	-5	-3	-19
O=C(N/C(=C/c1cccc([N+](=O)[O-])c1)C(=O)N1CCCCCC1)c1cccs1	7	-5	0	3	-14	4	3	-12	-10	-8
Nc1nc(CN2CCN(c3ccccn3)CC2)nc(Nc2ccc(F)cc2)n1	5	-6	-3	0	-5	4	1	3	2	0
O=C(Nc1ccc(Cl)cc1[N+](=O)[O-])c1ccc2c(c1)OCCO2	5	-4	0	0	6	-1	0	-2	8	-5
CCC1(c2ccccc2)NC(=O)N(CC(=O)NCc2ccc(C)cc2)C1=O (stereo not given)	1	-3	1	-4	7	3	0	-4	1	0
CCCCCC(=O)N1C[C@@H](n2cc(-c3ccc(F)cc3)nn2)[C@H](O)C[C@@H]1c1ccc(OC)cc1	-2	1	-9	2	1	-4	0	-10	-8	-35
Cc1ccc(N2CCN(/N=C/c3sccc3C)CC2)cc1	-3	-5	7	-3	4	-2	1	3	-3	3
CCC(CC)C(=O)N1CCN(c2cccc(C)c2C)CC1	-1	-1	0	-1	9	-1	1	2	6	7
CCCCNC(=O)c1ccc(N2CCOCC2)c(NS(=O)(=O)c2ccc(OC)cc2)c1	4	-4	1	0	-2	1	2	1	3	0
Cc1nn(C)cc1C(C(=O)NC1CCCCC1)N(C(=O)Cn1nnc2ccccc21)c1ccc(F)cc1 (stereo not given)	-2	-1	0	0	6	4	1	0	3	1
Cc1ccccc1CSCC(=O)Nc1ccccc1-c1ccccc1	4	0	-2	1	6	-6	6	-5	-27	-16
COCc1cc(C)nc2sc(C(=O)Nc3ccccc3Br)c(N)c12	6	6	20	1	7	-6	4	13	3	-8

The last 4 entries of the part before come first, to join the parts:
SMILES	MBD2 inh	rCAG RNA binder	GC-A act	PRMT1 inh	TCR CD3 inh	GC-B act	UHRF1 binding	SIAE inh	mABHD4 FP	HTRA1 inh
CCCCNC(=O)c1ccc(N2CCOCC2)c(NS(=O)(=O)c2ccc(OC)cc2)c1	4	-4	1	0	-2	1	2	1	3	0
Cc1nn(C)cc1C(C(=O)NC1CCCCC1)N(C(=O)Cn1nnc2ccccc21)c1ccc(F)cc1 (stereo not given)	-2	-1	0	0	6	4	1	0	3	1
Cc1ccccc1CSCC(=O)Nc1ccccc1-c1ccccc1	4	0	-2	1	6	-6	6	-5	-27	-16
COCc1cc(C)nc2sc(C(=O)Nc3ccccc3Br)c(N)c12	6	6	20	1	7	-6	4	13	3	-8
Cc1ccc(N2C(=O)NC(NC(=O)C3CC3)(C(F)(F)F)C2=O)cc1 (stereo not given)	1	0	1	2	-3	2	1	1	-2	-1
CCN(CC)C(=O)CSCc1cnn(-c2ccccc2)c1-n1cccc1	0	-9	-3	-2	-4	-1	-3	3	-1	2
CN1CCN(c2nc(-c3ccccc3)cc(C(F)(F)F)n2)CC1	-6	-4	1	3	-5	-8	1	2	2	0
CC(NCc1ccc(S(N)(=O)=O)cc1)C(=O)N1CCc2ccccc21 (stereo not given)	4	4	1	2	3	-1	-1	-2	-7	-2
CCOc1ccc(N2CC(C(=O)NCCCN3CCOCC3)CC2=O)cc1 (stereo not given)	-1	-2	0	2	-2	4	2	1	3	4
O=C(CCCC(=O)NCCc1ccccc1)NCCc1ccccc1	-6	-3	5	-2	3	7	-1	6	4	-2
CCN(CC)CCCNC(=O)c1nn(-c2cccc(OC)c2)c(=O)c2ccccc12	2	-6	3	-1	6	0	1	2	2	-1
C[C@H](NC(=O)c1cc2cc(Cl)ccc2n1C)C(=O)N1CCC(C(=O)O)CC1	-1	2	-2	-2	-7	1	4	-1	2	1
O=C(c1ccc(F)cc1)N1CCN(c2ccc([N+](=O)[O-])cc2-n2cccc2)CC1	8	-2	-8	3	-2	-2	1	0	1	x
COc1cc(NC(=O)c2cccs2)c(OC)cc1NC(=O)Nc1ccc(F)cc1	2	8	0	6	-12	2	2	3	9	4
COc1ccc(/C=C(\C#N)C(=O)Nc2ccc3[nH]c(=O)[nH]c3c2)cc1	1	7	-3	2	-4	-9	2	-1	0	3
CCn1nnnc1NC(=O)c1cccc(OC)c1	4	-2	-3	6	-15	8	3	-13	-10	6
CSCCC(NC=O)C(=O)NC(C)C(=O)O (stereo not given)	-4	2	-1	0	4	4	-2	-2	-4	4
Cc1nn(CCC(=O)NNC(=S)Nc2ccc(F)cc2)c(C)c1Br	-3	-1	1	0	4	2	0	1	-2	7
COc1cccc(CNc2ccccc2O)c1OCc1ccccc1F	-9	10	1	5	3	-4	-6	10	28	33
COCCCn1c(=NC(=O)c2ccccc2)c(C#N)cc2c(=O)n3cccc(C)c3nc21	4	-9	16	31*	0	3	3	-6	5	8
CCCCNC(=O)C[C@@H]1C[C@@]2(C(=O)OC)CCCCC=C2N(CCC2=CCCCC2)C1=O	0	0	-1	0	-1	0	-1	-4	-1	x
NC(=O)c1snnc1-c1ccccc1	2	-2	1	-2	2	-2	-2	4	-6	1
Cc1cc(=O)oc2cc(OC(C)C(=O)NCCCN3CCCC3=O)c(Cl)cc12 (stereo not given)	3	-5	-5	3	-5	-1	3	1	-3	-1
COC(=O)C1=C(C)NC(=S)N(C(C)=O)C1c1ccc(OC)c(OC)c1 (stereo not given)	3	-4	-1	2	0	3	4	-7	0	-3
CC12CCC(C(=O)NCCCN3CCOCC3)(OC1=O)C2(C)C (stereo not given)	-1	-2	3	-3	-6	3	1	5	-1	-2
O=C1NCCN1Cc1cccc(Cl)c1	-3	3	1	-1	7	4	0	-1	10	4
COc1ccc(C2C3=C(NCCN=C3c3ccccc3)C(=O)N2c2ccccc2)c(OC)c1 (stereo not given)	4	-3	-1	4	0	-7	2	3	3	-1
COC(C(=O)Nc1ccc(F)cc1)c1ccccc1 (stereo not given)	-1	-3	3	3	-6	5	1	-2	-2	-7
Cc1ccc2cc(/C=N/Nc3ccc(C(=O)O)cc3)c(Cl)nc2c1	2	42*	-7	6	-3	-1	8	-25	20	-23
O=C(Nc1ccnc(-c2cccnc2)n1)c1cccc(Cl)c1Cl	2	-1	9	-2	4	3	-3	5	-4	-3

High-throughput results (PubChem)

An excerpt; the hit share may differ from the screen's.
